Bioassay records as filed in PubChem.
Xi reactivation = activators of X-chromosome reactivation in mouse fibroblasts | XiGFP mouse fibroblasts, % GFP-positive cells imaging, 3 d; cells co-treated with 5-aza-dC sensitizer; scaled so ellipticine positive control = 100% | activation, % at 7.58 µM | 0.055% of 360,000 active | AID 743238;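 active = mean normalized replicate activation at least 10% and every replicate at or above 10%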;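 also: 0% = median of on-plate neutral control wells and 100% = ellipticine 6 µM median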
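Material: XiGFP fibroblasts, SV40-immortalized. Buffer or medium: DMEM plus 5-aza-dC sensitizer. Compound: single concentration per compound, delivered by pin transfer. Times: 3 days compound exposure. Controls: ellipticine 6 µM.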
RAD52 inh = inhibitors of human RAD52 DNA annealing; P43351; recombinant RAD52 DNA annealing, FRET fluorescence; inhibition, % at 18.7 µM; 0.46% of 360,000 active;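 active = every replicate showing at least 50% inhibition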
RAD54 inh = RAD54 (human) branch migration inhibition | inhibition, % at 10.4 µM | 0.14% of 360,000 active | RAD54 Holliday junction branch migration, FAM/BHQ fluorescence | AID 602329;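 active = mean normalized replicate activity at least 40 and at least half of replicates scoring 40 or more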;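 also: 0% = median of neutral control wells and 100% = median of positive control wells; inhibitors cause a drop in the FAM fluorescence signal; in these data hits start at about 50%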
EWS-Fli block = blocks EWS/Fli oncoprotein-driven transcription | A673 NR0B1-luciferase reporter, viability-normalised | inhibition, % at 12.6 µM | 0.67% of 350,000 active;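 active = mean inhibition of at least 50% after viability correction, with every replicate also passing that limit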;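 also: firefly luciferase signal divided by Alamar Blue viability fluorescence both relative to DMSO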
esBAF inh = inhibitors of esBAF chromatin remodeling in mouse ES cells; reporter increase, % at 12.5 µM; Bmi1-luciferase knock-in reporter, 24 h; 100% = twice the neutral-well signal; 2% of 350,000 active; in the data active = activation above about 40%;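 also: 0% = median of the plate's neutral control wells and 100% = double that signal; a rise in the Bmi1 reporter signal indicates esBAF inhibition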
S100A4 inh HTS = inhibitors of human S100A4 binding to myosin IIA peptide; P26447; S100A4/TAMRA-MyoIIA peptide fluorescence polarization; inhibition, % at 10.7 µM; 0.14% of 360,000 active; AID 652163;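 active = mean inhibition of at least 70% across replicates, with every replicate also reaching that level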
Target sequence (P26447 whole entry, looked up): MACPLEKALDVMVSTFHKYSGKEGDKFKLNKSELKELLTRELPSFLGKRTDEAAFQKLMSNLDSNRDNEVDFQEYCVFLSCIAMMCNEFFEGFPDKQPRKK
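Compound dosing: one dose per compound; test system: human S100A4 monomer with TAMRA-labelled myosin IIA peptide; probe or stimulus: TAMRA-labelled myosin IIA heavy-chain peptide probe, 5 nM; medium: HEPES buffer with Ca2+, pH 7.2; schedule: 5 min incubation before reading; benchmarks: neutral control DMSO, positive control TFP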
FN deposition inh = fibronectin deposition inhibition | AH1F fibroblasts, Alexa488-fibronectin deposition fluorescence, overnight | inhibition, % at 12.6 µM | 0.086% of 350,000 active;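 active = mean inhibition across replicates of 30% or more, regardless of how many single replicates reach that level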;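 also: positive control wells lacked labelled fibronectin entirely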
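Measured by – fluorescence 485/525 nm · System – AH1F fibroblast monolayer, labelled fibronectin deposition · Amount – 10000 cells per well · Buffer or medium – serum-reduced DMEM (2% serum) · Doses – single dose, pinned · Also added – fluorescent fibronectin at 24 nM final · Schedule – 1 h cell attachment, overnight exposure to compound and label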
E-sel inducer = E-selectin induction on HUVECs; activation, % at 7.58 µM; 0.37% of 260,000 active; HUVEC E-selectin immunofluorescence imaging; normalized: neutral wells 0, TNF-alpha wells 100;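 active = mean E-selectin-positive cell signal at least 10% of the positive control, reached in at least 60% of replicates, without over 20% cell loss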;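 also: in these data hits start at about 27%; measured in HUVEC primary endothelial cells; signal is the percent of cells scored E-selectin positive by PE staining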
Target sequence (P16581 whole entry, looked up): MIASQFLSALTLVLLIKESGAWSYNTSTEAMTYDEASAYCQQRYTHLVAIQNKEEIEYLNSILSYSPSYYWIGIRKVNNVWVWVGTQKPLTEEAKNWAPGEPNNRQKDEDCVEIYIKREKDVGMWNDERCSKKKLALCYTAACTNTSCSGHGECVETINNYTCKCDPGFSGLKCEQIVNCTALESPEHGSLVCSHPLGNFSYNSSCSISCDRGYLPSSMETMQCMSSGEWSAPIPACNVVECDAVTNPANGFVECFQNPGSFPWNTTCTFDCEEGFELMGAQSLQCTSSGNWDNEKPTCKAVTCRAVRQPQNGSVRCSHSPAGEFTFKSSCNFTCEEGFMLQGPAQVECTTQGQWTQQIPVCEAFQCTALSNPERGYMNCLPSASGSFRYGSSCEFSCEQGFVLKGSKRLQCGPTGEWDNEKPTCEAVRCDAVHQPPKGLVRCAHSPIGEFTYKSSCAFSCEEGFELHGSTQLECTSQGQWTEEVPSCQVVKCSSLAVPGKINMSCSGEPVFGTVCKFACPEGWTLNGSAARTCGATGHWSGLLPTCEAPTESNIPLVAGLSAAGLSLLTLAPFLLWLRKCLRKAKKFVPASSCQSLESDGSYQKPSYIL
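Assay system: HUVEC, human umbilical vein endothelial cells / Amount: 3,000 HUVEC/well / Controls: TNF-alpha positive control, DMSO neutral control / Compound dosing: single concentration / Medium: EGM-2 over gelatin coat / Evaluation: percent E-selectin-positive cells / Signal: immunofluorescence imaging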
* marks the source's active call; other numbers are inactive results; / = not tested or not shown; & = joins results of further samples. Random draw from the library; 3% or so of the library scored in one or more.

SMILES | Xi reactivation | RAD52 inh | RAD54 inh | EWS-Fli block | esBAF inh | S100A4 inh HTS | FN deposition inh | E-sel inducer
O=c1[nH]c(=S)[nH]c2nc(-c3cccs3)cc(C(F)(F)F)c12 | 0.0 | -10 | 1 | -11 | -2 | -1 | 1 | /
Cc1cccc(OCCn2cnc(Cl)c2Cl)c1 | -0.2 | -16 | / | -2 | 1 | -2 | -4 | 0.1
COc1ccc(NC(=O)Nc2ccc3c(c2)C(=O)N([C@H](C)CO)C[C@H](C)[C@H](CN(C)Cc2ccc(C(=O)O)cc2)O3)cc1 | 0.0 | -12 | 2 | 1 | 1 | -6 | / | -1.5
CCc1cccc(NC(=O)CC2Oc3ccccc3NC2=O)c1 (configuration not stated) | 0.0 | -3 | -1 | -5 | 1 | 1 | 2 | /
O=C(COc1ccc(S(=O)(=O)N2CCCC2)cc1)N1CCCC1 | / | -15 | 3 | 0 | -6 | -6 | -8 | /
Cc1ccc(S(=O)(=O)Nc2ccc(Cl)cn2)cc1 | -0.1 | -26 | -5 | 14 | -3 | 2 | 6 | /
Nc1cccc(/C=C/c2ccncc2)c1 | 0.0 | 4 | / | -46 | / | -7 | 3 | 5.3
NC(=O)CSc1nnc(COc2ccccc2)n1N | 0.0 | -7 | -14 | -7 | -5 | 3 | 15 | 4.9
CC(=O)NC1(C(Cl)(Cl)Cl)Oc2ccccc2O1 | / | / | -5 | / | -4 | / | -2 | -0.4
CCOC(=O)C(NC(=O)Nc1ccc(Cl)cn1)(Oc1ccccc1)C(F)(F)F (configuration not stated) | 0.1 | -9 | / | 16 | -11 | -1 | 7 | /
O=C(C[C@H]1CC[C@H](NC(=O)C2CC2)[C@H](CO)O1)NCc1ccccc1Cl | -1.2 | 0 | -2 | -6 | 2 | 9 | -6 | -0.3
C[C@H](CO)N1C[C@H](C)[C@@H](CN(C)Cc2ccccc2)Oc2ncc(-c3cncnc3)cc2C1=O | -0.8 | -4 | -4 | -3 | 4 | 23 | -5 | -0.2
O=C(CC[C@H]1O[C@@H](n2cnc3c(NC(=O)c4ccccc4)ncnc32)[C@H](O)[C@@H]1O)NCc1ccccn1 | 0.7 | -7 | -2 | -9 | -6 | -14 | 1 | -0.1
CCN(CC)C(=O)c1sc(NC(=S)N2CCN(C(=O)C3CCCO3)CC2)c(C(=O)OC)c1C (configuration not stated) | 0.3 | -11 | -7 | 7 | -2 | -3 | 8 | /
COc1ccc(N(CCC(=O)Nc2ccccc2F)S(=O)(=O)c2ccc(C)cc2C)cc1 | 0.1 | -18 | -6 | -3 | -3 | -6 | 2 | -0.4
CN(c1cccc(NC(=O)c2ccc(Cl)c(S(=O)(=O)N3CCOCC3)c2)c1)S(C)(=O)=O | -0.1 | -52 | -4 | 1 | 2 | 2 | / | -0.1
Cc1nccn1CCCNC(=O)CC1C(=O)NCCN1Cc1ccc(Cl)c(F)c1 (configuration not stated) | 0.2 | -22 | -6 | 9 | -7 | 1 | 7 | 0.1
COc1ccc(CCNC(=O)c2ccc(NC3=NC4CS(=O)(=O)CC4S3)cc2)cc1OC (configuration not stated) | 0.2 | 1 | 5 | 5 | -5 | 1 | -10 | /
COCc1nnc(NC(=O)c2cc3ccccc3o2)s1 | 0.2 | -12 | -8 | -70 | 28 | 3 | -3 | /
O=C(NCc1ccco1)c1ccc(Br)c(S(=O)(=O)N2CCCCC2)c1 | / | -20 | -6 | / | 14 | 2 | / | /
NC(=O)C1(N2CCCCC2)CCN(C(=S)NCCc2ccccc2)CC1 | 0.1 | -11 | / | 0 | / | 3 | 2 | /
COc1ccccc1/C=C/C(=O)/C=C/c1ccccc1O | -0.1 | -17 | -1 | 43 | 29 | 1 | -3 | 0.4
CC(=O)CCc1c(C)c2cccc(C)c2[nH]c1=O | / | / | -3 | / | 2 | 7 | 2 | /
CCC(=O)Nc1ccc(C(=O)CSc2nnc(-c3ccccc3F)n2C2CC2)cc1 | 0.1 | -22 | / | -1 | / | -7 | -1 | /
O=C(CSc1ccc2ccccc2c1)NC1CCCc2ccccc21 (configuration not stated) | 0.1 | -8 | / | 31 | / | -4 | / | /
CCC(=O)c1ccc(OCC(=O)OCC(=O)NCC2CCCO2)cc1 (configuration not stated) | 0.1 | -9 | -10 | 0 | / | -17 | 4 | /
Cn1c(=O)c2c(SCc3cccnc3)nc(CC(C)(C)C)nc2n(C)c1=O | 0.2 | -9 | -2 | 15 | -5 | -2 | 5 | 0.5
CC(=O)Nc1ccc(S(=O)(=O)NC2C3(C)CCC(C3)C2(C)C)cc1 (configuration not stated) | 0.0 | -11 | -2 | -2 | -3 | -4 | -8 | /
CN(Cc1cnn(C)c1)C(=O)C1CCC(=O)N(Cc2cccc(F)c2)C1 (configuration not stated) | 0.0 | 4 | 20 | 8 | 2 | 1 | 3 | /
CC(=O)Nc1ccc(S(=O)(=O)Nc2ccccc2C(=O)N2CCCC2)cc1 | 0.0 | 17 | -8 | 5 | -6 | -4 | 8 | -0.1
CCCN1C[C@@H](C)[C@@H](OC)CN(C)C(=O)c2ccc(NC(=O)c3cccc(OC)c3)cc2OC[C@H]1C | 0.0 | 26 | -9 | 10 | 2 | -18 | 22 | 0.8
O=C(O)c1ccc(N(Cc2ccccc2)S(=O)(=O)c2ccccc2)cc1 | 0.2 | -8 | -11 | -10 | 1 | 0 | -2 | /
CO[C@H]1CN(C)C(=O)c2cc(NC(=O)C3CCOCC3)ccc2OC[C@H](C)N(C(C)=O)C[C@@H]1C | -0.4 | 16 | 0 | 2 | -3 | 6 | 6 | -0.1
COc1ccc(NC(=O)[C@@H](NC(=O)c2ccccc2)C(C)C)cc1S(=O)(=O)N1CCCCC1 | 0.6 | / | -3 | / | / | / | 1 | 0.3
Cc1c(C(=O)NCCc2ccc(Cl)cc2)sc2nc3n(c(=O)c12)CCC3 | 0.2 | -24 | -3 | -33 | 9 | -12 | -1 | /
CO[C@@H]1CN(C)C(=O)c2cc(NC(=O)c3cccc(F)c3)ccc2OC[C@@H](C)NC[C@H]1C | 0.2 | 23 | -2 | 1 | 1 | -15 | 6 | -0.1
COCCN(C(=O)COC(=O)c1nc(Cl)ccc1Cl)c1c(N)n(Cc2ccccc2)c(=O)[nH]c1=O | 0.1 | -12 | 8 | -3 | / | -1 | -2 | /
C[C@H]1CN([C@@H](C)CO)C(=O)c2c(c3ccccc3n2C)-c2ccccc2CO[C@H]1CN(C)C(=O)Nc1ccnc(N2CCOCC2)c1 | -0.6 | 5 | / | 0 | / | 1 | 2 | 1.1
C[C@@H]1CCCCO[C@@H](CN(C)S(=O)(=O)c2cccs2)[C@@H](C)CN([C@H](C)CO)C(=O)c2cc(NS(=O)(=O)c3ccc(F)cc3)ccc2O1 | 0.0 | 24 | -1 | 11 | -4 | 5 | 2 | /
CCOC(=O)N1CC(=O)Nc2ccc(Br)cc2C1c1ccccc1 (configuration not stated) | -0.2 | 6 | 12 | 3 | / | -1 | -4 | 4.0
O=[N+]([O-])c1ccccc1C=NNC(=S)NN=Cc1ccccc1[N+](=O)[O-] | 0.0 | -20 | -2 | -7 | 30 | 3 | / | 0.1
COCC(=O)N(C)C[C@H]1Oc2ncc(-c3ccccc3OC)cc2C(=O)N([C@H](C)CO)C[C@@H]1C | -1.2 | 4 | 12 | -8 | -9 | -59 | 3 | 0.1
O=CC1=C(c2ccccc2)Oc2ccccc2O1 | 0.0 | -20 | 5 | 37 | 13 | -11 | 13 | /
CCc1ccc2nc(Nc3ncc(C(C)=O)c(C)n3)nc(C)c2c1 | -0.1 | -47 | / | -3 | / | 0 | -6 | /
CCOc1ccc2nc(NC(=O)C(NS(=O)(=O)c3cccs3)C(C)C)sc2c1 (configuration not stated) | / | -7 | 7 | 7 | 3 | 1 | / | /
C[C@@H]1CN([C@H](C)CO)C(=O)Cc2cc(NS(=O)(=O)c3ccc(Cl)cc3)ccc2O[C@H]1CN(C)S(=O)(=O)c1ccc(Cl)cc1 | 0.3 | 8 | 2 | -3 | -1 | -20 | / | 0.9
C[C@H](CO)N1C[C@H](C)[C@@H](CN(C)S(=O)(=O)c2ccccc2)Oc2ccc(NC(=O)C3CCCCC3)cc2C1=O | 0.2&0.1 | -6&-16 | -2&-2 | 9&8 | 3&3 | 17&-6 | -13 | 1.2&-0.2
CCCCCn1cnc2c(=S)nc(N)[nH]c21 | 0.1 | -16 | -8 | 2 | -3 | 10 | 0 | 1.3
c1ccc(CCCN2CCN(c3ccccc3)CC2)cc1 | 0.2 | -7 | -8 | -12 | 1 | -2 | -3 | 0.2
C[C@@H]1CN([C@@H](C)CO)C(=O)c2ccccc2-c2ccccc2CO[C@@H]1CN(C)C(=O)Nc1ccccc1 | 0.0 | 6 | 4 | -5 | 4 | -1 | -7 | -0.1
CCO[C@H]1OC(C(=O)Nc2ccccc2)=C[C@@H](c2csc3ccccc23)[C@@H]1CCCO | 0.1 | -4 | -2 | -1 | 2 | 0 | 2 | -0.4
COC(=O)Cn1c(C(=O)N2CCCC2)cc2c1C[C@H]1CN(C(=O)c3ccccc3)[C@@](Cc3ccc(F)cc3)(C(=O)OC)[C@@H]21 | 0.0 | 0 | -1 | 1 | -3 | 0 | 16 | -0.1
O=[N+]([O-])c1cc(-c2ncccn2)c([N+](=O)[O-])s1 | 2.9 | -18 | -4 | 61* | 1 | -1 | -4 | 0.2
COc1ccc(OC)c(-c2nc(CN(C)C(C)c3ccncn3)c(C)o2)c1 (configuration not stated) | 0.0 | -21 | -7 | 3 | 5 | -7 | -4 | /
COC(=O)c1scc(C)c1N1C(=O)c2ccccc2C1=O | -0.1 | -18 | -3 | 5 | / | 1 | 5 | 0.6
O=C(COC(=O)COc1ccccc1)Nc1cccc([N+](=O)[O-])c1 | 0.1 | -6 | / | 17 | / | 3 | -1 | 1.0
COc1ccc(Cl)c(NC(=O)C/C(C)=N/NC(=O)CCc2ccccc2)c1 | 0.2 | 7 | 9 | -1 | -6 | 1 | 11 | /
O=c1ccc2c([nH]1)CCCCCCCCCC2 | 0.0 | -6 | -4 | 11 | -6 | 4 | -3 | 0.3

Quoted at random: 2 compounds from above.
SMILES | Xi reactivation | RAD52 inh | RAD54 inh | EWS-Fli block | esBAF inh | S100A4 inh HTS | FN deposition inh | E-sel inducer
C[C@@H]1CN([C@H](C)CO)C(=O)Cc2cc(NS(=O)(=O)c3ccc(Cl)cc3)ccc2O[C@H]1CN(C)S(=O)(=O)c1ccc(Cl)cc1 | 0.3 | 8 | 2 | -3 | -1 | -20 | / | 0.9
O=c1ccc2c([nH]1)CCCCCCCCCC2 | 0.0 | -6 | -4 | 11 | -6 | 4 | -3 | 0.3

Arranged by the number under RAD52 inh (descending): some entries from above
SMILES	RAD52 inh	esBAF inh	S100A4 inh HTS
C[C@@H]1CN([C@@H](C)CO)C(=O)c2ccccc2-c2ccccc2CO[C@@H]1CN(C)C(=O)Nc1ccccc1	6	4	-1
O=C(COC(=O)COc1ccccc1)Nc1cccc([N+](=O)[O-])c1	-6	/	3
CCCCCn1cnc2c(=S)nc(N)[nH]c21	-16	-3	10
COc1ccc(OC)c(-c2nc(CN(C)C(C)c3ccncn3)c(C)o2)c1 (configuration not stated)	-21	5	-7
